Source: PubChem (several laboratories)
LMPTP block: blocks human LMPTP phosphatase; recombinant LMPTP-A, OMFP fluorogenic substrate, fluorescence intensity; P24666; inhibition, % at 20 µM; 360,000 tested, 0.22% active;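 active means compounds that cut the enzyme signal by at least half of the control window in the single-dose screen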;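 further: plate controls were DMSO wells with enzyme plus substrate for no effect and substrate without enzyme for full effect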
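Assay system: LMPTP-A phosphatase enzyme | Input: 0.625 nM enzyme | Also added: Fluorogenic phosphatase substrate OMFP at 400 µM final | Compound dosing: One test concentration per compound, 20 µM, with 3% DMSO overall | Schedule: 50 min enzyme reaction at room temperature, protected from light | Signal: Fluorescence intensity | Benchmarks: no-enzyme and uninhibited controls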
STEP block: inhibitors of human striatal-enriched phosphatase STEP | recombinant STEP, OMFP fluorogenic substrate, fluorescence | inhibition, % at 20 µM | 360,000 tested, 0.25% active;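 active means inhibition at 20 µM, scaled per plate between control wells, above about 37%, limit read from the data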;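 further: 0% = DMSO with enzyme and substrate and 100% = substrate only without enzyme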
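System: STEP (striatal-enriched tyrosine phosphatase) enzyme, cell-free; medium: Bis-Tris pH 6.0 buffer with DTT, detergent; dosing: 20 µM, 1% DMSO; times: reaction 20 min, ambient temperature; detection: fluorescence, 480/540 nm; read-out basis: normalized % inhibition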
NadD inh: blocks S. aureus nicotinate mononucleotide adenylyltransferase; purified NadD enzyme, colorimetric absorbance read-out; inhibition, % at 20 µM; 360,000 tested, 0.78% active; in the data active means inhibition above about 26%; further: some compounds past the cut are filed as inactive
SUMO1-SIM PPI: SUMO1-SIM interaction modulation; P63165; SUMO1 binding to a labelled peptide, TR-FRET, 1 h; inhibition, % at 20 µM; 360,000 tested, 0.33% active; in the data active means inhibition above about 37%
Tb MetRS inh: blocks T. brucei methionyl-tRNA synthetase activity. purified T. brucei MetRS, ATP depletion, Kinase-Glo luminescence. inhibition, % at 11.9 µM. 360,000 tested, 0.4% active. AID 624268;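 active means inhibition above a per-plate cutoff of the control wells' mean inhibition plus 3 SD, cut at about 5.5% in these data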;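 further: 0% = DMSO wells median and 100% = median of wells with control inhibitor compound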
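Test system – parasite MetRS enzyme · Reagent – substrates ATP, L-methionine and bulk Escherichia coli tRNA · Doses – 11.9 µM compound single dose, 0.9% DMSO · Times – 15 min enzyme-compound preincubation, 2 h reaction, 10 min detection, 25 °C · Signal – Kinase-Glo luminescence, ATP depletion format · Controls – DMSO-only wells as low control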
CSN inh: blocks human CSN-mediated cullin deneddylation | Q92905 | Purified CSN, SCF-Nedd8-OG deneddylation, fluorescence polarization | inhibition, % at 12.5 µM | 360,000 tested, 0.38% active | AID 651999;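 active means pattern-corrected inhibition above about 35%, with an unprinted fluorescence ratio check between 0.5 and 1.5, limit read from the data, passing the limit was not always enough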;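 further: 0% = enzyme with substrate and 100% = substrate without enzyme; some results filed as inactive read as strong as hits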
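Detection – fluorescence polarization · System – HEK293T-derived human Csn5 enzyme · Controls – substrate-only high control, full reaction low control · Timing – 90 min, room temperature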
Rpn11 block: Rpn11 (human) deubiquitinase inhibition; O00487; human 26S proteasome, Ub4-pepOG fluorescence polarization; 20S core pre-blocked with epoxomicin; calls only at 20 µM; 360,000 tested, 0.59% active;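 active means inhibition at 20 µM, scaled to each plate's controls, above about 33%, limit read from the data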
MsrA inhibitor: inhibitors of bovine MsrA. 360,000 tested, 0.75% active. purified bovine MsrA, absorbance read-out. inhibition, % at 15.5 µM; in the data active means inhibition above about 4.5%;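 further: 0% = vehicle wells with enzyme and 100% = reference inhibitor wells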
Scp-1 inhibitor: blocks human Scp-1 phosphatase activity; Q9GZU7; Recombinant Scp1, phosphopeptide, malachite green phosphate absorbance; 340,000 tested, 0.88% active; inhibition, % at 20 µM;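 active means inhibition above about 50% at 20 µM, limit read from the data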;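 further: plate controls were DMSO wells with enzyme for no effect and wells lacking enzyme for full effect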
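Material – SCP-1 phosphatase catalytic domain, residues 76-261 · Buffer or medium – Acidic Tris acetate buffer with magnesium and detergent · Also added – Phospho 17-mer peptide substrate · Compound – single 20 µM dose, 1% DMSO · Times – 45 min room-temperature reaction, 5 min colour, 30 min stabiliser · Technique – Phosphate-binding colour reagent, absorbance read at 630 nm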
DNMT1 block: blocks human DNA methyltransferase DNMT1; DNMT1 molecular beacon, Hinp1I cleavage, fluorescence; 360,000 tested, 0.83% active; inhibition (reported as % activation of signal), % at 10 µM; P26358; in the data active means inhibition above about 50%
Target sequence (P26358 504-1616 limits assumed): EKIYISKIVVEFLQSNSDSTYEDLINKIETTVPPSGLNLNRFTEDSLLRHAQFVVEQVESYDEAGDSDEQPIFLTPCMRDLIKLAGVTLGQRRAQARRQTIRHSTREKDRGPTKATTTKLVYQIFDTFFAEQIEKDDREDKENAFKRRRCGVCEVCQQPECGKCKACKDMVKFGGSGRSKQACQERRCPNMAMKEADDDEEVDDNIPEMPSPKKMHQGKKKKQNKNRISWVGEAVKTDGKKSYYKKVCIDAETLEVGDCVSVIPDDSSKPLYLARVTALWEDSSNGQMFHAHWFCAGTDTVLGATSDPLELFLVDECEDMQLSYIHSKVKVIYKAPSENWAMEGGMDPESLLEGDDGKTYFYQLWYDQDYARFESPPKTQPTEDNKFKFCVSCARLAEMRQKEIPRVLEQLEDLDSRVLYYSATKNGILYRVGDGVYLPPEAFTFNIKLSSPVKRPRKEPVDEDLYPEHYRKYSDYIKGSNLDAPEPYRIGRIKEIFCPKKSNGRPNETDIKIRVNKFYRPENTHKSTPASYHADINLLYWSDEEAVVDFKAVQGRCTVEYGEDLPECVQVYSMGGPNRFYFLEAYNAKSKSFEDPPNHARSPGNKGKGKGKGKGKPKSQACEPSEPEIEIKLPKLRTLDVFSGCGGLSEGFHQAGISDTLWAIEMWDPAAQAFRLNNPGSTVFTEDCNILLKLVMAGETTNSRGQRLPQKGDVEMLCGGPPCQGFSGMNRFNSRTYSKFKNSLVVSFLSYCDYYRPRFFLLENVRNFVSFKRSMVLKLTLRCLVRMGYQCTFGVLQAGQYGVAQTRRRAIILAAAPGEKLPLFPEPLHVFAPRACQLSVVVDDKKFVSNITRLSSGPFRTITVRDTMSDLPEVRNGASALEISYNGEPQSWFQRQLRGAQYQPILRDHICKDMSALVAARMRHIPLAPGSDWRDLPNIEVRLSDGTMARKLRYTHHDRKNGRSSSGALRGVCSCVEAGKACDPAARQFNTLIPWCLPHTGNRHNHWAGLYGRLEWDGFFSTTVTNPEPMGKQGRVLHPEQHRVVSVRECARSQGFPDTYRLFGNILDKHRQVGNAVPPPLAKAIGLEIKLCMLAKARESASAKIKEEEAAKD
* = called active by the depositor; i = inactive; nt = not tested or not shown.

SMILES	LMPTP block	STEP block	NadD inh	SUMO1-SIM PPI	Tb MetRS inh	CSN inh	Rpn11 block	MsrA inhibitor	Scp-1 inhibitor	DNMT1 block
Cc1ccc(-c2nc(N3CCN(C)CC3)c3ccccc3n2)cc1	3.0	-2	-7	3	-1.6	3	i	1.1	-1	13
O=C(c1cc2c(=O)n3ccccc3nc2s1)N1CCOCC1	-0.5	8	-5	-21	-0.3	-2	i	0.9	-8	-1
CC(C)CC(=O)Nc1ccc(S(=O)(=O)NCc2ccco2)cc1	-2.0	-3	1	0	0.1	-2	i	0.5	2	9
Cc1ccc(NC(=O)CSc2nc3ccccc3c3nc(CCc4c(C)n[nH]c4C)nn23)cc1F	-2.0	-13	0	43*	-1.6	5	i	1.4	-1	-20
COC(=O)c1ccc(C(=O)OC)c(NC(=O)CN2CCN(c3ccc(OC)cc3)CC2)c1	-0.2	-4	3	0	0.0	-4	i	-0.7	-7	7
CCOC(=O)N1CCN(c2cc(=O)n(C)c(=O)n2C)CC1	-0.4	-1	-1	3	-0.3	3	i	-0.8	-3	-6
O=C(N/N=C/c1ccco1)C(O)C(O)C(=O)N/N=C/c1ccco1 (centres undefined)	0.5	9	3	-15	-0.5	-1	i	2.0	7	2
Oc1c(N=Nc2ccccn2)ccc2ccccc12	10	10	-1	-49	-1.2	9	i	1.2	-9	-3
O=C(Cc1ccccc1)NCCc1cccc(Cl)c1	-1.1	1	5	-1	0.8	-1	i	0.0	-8	2
Cc1occc1C(=O)N/N=C/c1ccc(OCc2ccccc2)cc1	22	7	-2	5	-0.9	3	i	2.0	-3	6
CC(C)CCNC(=O)C1(O)c2ccccc2NC(=O)N1c1ccc(Cl)cc1 (centres undefined)	-1.0	2	-5	-1	-0.2	2	i	-0.1	-9	2
CC(C)c1nc2cc(C(=O)N(C)Cc3ccc(F)cc3)ccc2o1	-1.7	2	-5	0	-0.4	4	i	0.7	-8	2
COc1ccccc1-n1c(SCC(=O)Nc2ccc(NC(C)=O)cc2)nc2c([nH]c3ccccc32)c1=O	0.7	0	0	-5	1.0	2	i	0.1	1	-11
CC(C)Oc1ccc(C(CC(=O)O)NC(=O)C(Sc2ccccc2)c2ccccc2)cc1 (centres undefined)	0.7	-2	-3	0	-1.9	0	i	0.5	-7	0
COc1ccc(/C=N/n2cncn2)cc1Cn1cc([N+](=O)[O-])cn1	1.1	1	7	-4	-0.2	-3	i	-0.1	-11	5
Cc1ccc(NS(=O)(=O)c2ccc3c(c2)oc(=O)n3C)c(C)c1	-1.3	-2	0	0	-0.7	1	i	-0.8	-2	-2
O=C(O)C1SCCN1S(=O)(=O)c1ccc(N=NN2CCOCC2)cc1 (centres undefined)	0.0	-2	-7	-1	-1.4	-2	i	4.0	3	6
COc1ccc(NC(=O)C2CCCN(S(=O)(=O)c3cccc4nonc34)C2)cc1OC (centres undefined)	-0.9	-1	0	-21	-0.2	10	i	1.0	3	0
O=C(CN(C(=O)CCC(=O)Nc1nccs1)c1ccc(F)cc1)NCc1ccc2c(c1)OCO2	0.7	1	-5	3	-0.1	-1	i	-1.0	-9	1
CC(C)C[C@H]1CNC(=S)N1C[C@H]1CCCN1C[C@H](CC(C)C)N1C[C@H](Cc2ccc(O)cc2)N(CC2CCCCC2)C1=S	6.9	nt	41*	5	-1.4	-2	nt	2.0	nt	nt
c1ccc(-c2nnc3sc(-c4cc5ccccc5o4)nn23)cc1	2.1	4	-2	-7	-0.8	1	i	-0.1	3	5
CN1CCN(c2ccc(NC(=O)c3ccccc3)cc2)CC1	-0.4	0	-3	3	0.4	-2	i	-1.0	-5	3
O=C(NCc1ccccn1)C1CCN(S(=O)(=O)c2cnc[nH]2)CC1	0.6	-3	-1	0	0.0	0	i	2.3	60*	0
COC(=O)C1=C(N)Oc2cc(C)n(CCCn3ccnc3)c(=O)c2C1c1cccc(Cl)c1 (centres undefined)	2.0	2	1	1	19*	-5	i	0.0	5	0
COc1ccc(N(C)S(=O)(=O)c2cccc(C(=O)NC3CCCCC3C)c2)cc1 (centres undefined)	0.3	-2	-5	-1	0.1	-10	i	-0.5	-9	-2
CC1CC1C(=O)N(C)CC(=O)Nc1cccc(F)c1 (centres undefined)	0.1	3	-2	3	-0.2	-5	i	-0.5	-6	1
CC(C)C(=O)NC(CC(=O)O)c1ccccc1 (centres undefined)	-2.1	15	-2	-5	0.3	3	i	-0.1	-9	1
Cc1ccc(CSCC(=O)NCc2cccnc2)cc1	-1.7	-1	-5	2	-0.7	-5	i	0.5	0	12
NC(=O)CSc1nnc(-c2ccncc2)n1CCc1ccccc1	-0.8	-2	0	1	-1.3	2	i	1.2	2	2
COCCCNc1ccn2nc(-c3ccc(CC(C)C)cc3)cc2n1	3.3	0	-2	6	0.0	-1	i	-0.7	nt	-1
COc1cc(N=C(N)N=C(N)N)cc(OC)c1	-0.6	0	0	4	2.3	1	i	0.2	-5	0
Cc1ccc(C(=O)O/N=C2/CC3CCC2(C)[C@@]3(C)CBr)cc1 (some centres undefined)	2.4	2	-5	3	2.2	0	i	1.7	-5	-1
CCCC[C@@H]1CNC(=O)C(=O)N1CC1CCCCC1	-1.1	nt	0	2	-1.2	-1	nt	-0.2	nt	nt
Cc1cc(C(=O)NC2CCCc3c2cnn3-c2ccc(C)c(C)c2)nc(C)n1 (centres undefined)	-0.3	2	5	4	-0.4	1	i	-0.1	-4	0
NS(=O)(=O)c1ccc(NC(=O)C(=O)NCCC(=O)O)cc1	2.6	-1	-4	0	-0.4	-2	i	1.2	3	2
COc1ccc(OC)c(S(=O)(=O)Nc2ccc(Oc3ccccc3)cc2)c1	3.0	-1	-12	0	0.9	-4	i	1.0	-8	-8
O=C(Nc1ccc2c(c1)OCCO2)C1CCCN1S(=O)(=O)c1ccc(Cl)cc1 (centres undefined)	0.1	2	-6	0	-0.3	-7	i	0.0	-6	0
COc1cccc2cc(S(=O)(=O)c3ccccc3)c(=Nc3ccc4c(c3)OCCO4)oc12	0.9	-2	6	-4	0.2	-7	i	0.6	-12	-5
O=c1cc(C(F)(F)F)nc(-c2cccnc2)[nH]1	-1.5	0	-3	-1	-0.3	-3	i	-1.3	-3	0
COc1cccc2cc(-c3ccccc3)c(=O)oc12	-0.2	1	-7	-24	-0.6	3	i	3.6	-9	-3
CCCCCCCCN1C(=O)[C@H](CC(=O)N2CCCCC2)C[C@@]2(C(=O)OC)CC(C)(C)CC=C12	6.4	nt	nt	5	0.3	1	nt	-1.0	nt	nt
CCCCOCCCNC(=O)C[C@@H]1C[C@@]2(C(=O)OC)CC(C)(C)CC=C2N(Cc2cccc3ccccc23)C1=O	2.2	nt	nt	1	-1.1	1	nt	0.8	nt	nt
Cc1ccc(Cn2nnc3c(=O)n(CC(=O)N4CCN(c5ccccc5)CC4)cnc32)cc1	1.2	1	10	3	-0.8	-4	i	-0.4	-5	-1
CSCC[C@H](NC(=O)[C@@H]1Cc2ccccc2CN1)C(=O)Nc1cccc(C)c1	-0.8	0	-4	-1	-1.2	-2	i	-0.9	13	1
COc1cc2cc(CN(CCN3CCCC3)C(=O)Nc3ccc(F)cc3)c(=O)[nH]c2cc1OC	2.3	7	6	11	-0.4	3	i	2.8	6	-6
COc1cc(OC)cc(C(=O)NCCSc2c[nH]c3ccccc23)c1	5.4	0	-12	-2	-1.1	-6	i	-0.2	-18	-2
COc1cccc(COC(=O)CSCC(=O)Nc2ccc(C)cc2)c1OC	-2.4	-2	-4	0	-0.5	3	i	0.5	nt	-2
Oc1ccc(-c2onc3ccc(Cl)cc23)cc1	-2.7	5	-4	1	-0.1	-2	i	0.0	1	-4
CCOC(=O)c1c(C)[nH]c(C(=O)COC(=O)CNS(=O)(=O)c2ccc(C)cc2)c1C	0.8	-3	2	-2	0.3	2	i	0.5	-8	-6
CC(=O)c1c(C)[nH]c(C(=O)OCC(=O)Nc2ncc(Cl)c(C)c2Cl)c1C	1.9	3	-4	10	-1.2	-1	i	-0.2	11	15
CN(C)CCNc1cnn(-c2ccccc2)c(=O)c1Cl	-0.4	0	-8	1	-0.1	-4	i	0.1	-12	-1
Cc1ccc(NC(=O)Cn2cnc3c(NCc4ccccc4)ncnc32)cc1C	-2.5	9	3	3	0.7	1	i	-1.4	-1	14
COc1cc(C2C(C#N)=C(N)OC3=C2C(=O)CCC3)cc(OC)c1OC(=O)N1CCOCC1 (centres undefined)	0.1	-2	-1	0	-1.2	0	i	0.4	-7	1
CO/N=C/c1ccc(OC)c(Oc2nc(OC)cc(OC)n2)c1	0.2	0	2	-3	-0.3	2	i	0.6	-10	6
CSc1ncc(C(=O)NCCCc2ccccc2)c(C)n1	-2.0	-2	-7	4	-0.1	-1	i	-0.9	-3	2
COc1ccc(O)c(/C=C(\C#N)C(=O)Nc2ccccn2)c1	-0.8	0	-4	-33	-0.4	-3	i	1.6	-7	2
CCN(CC)S(=O)(=O)c1ccc(N2CCOCC2)c(NC(=O)CCC2CCCCC2)c1	0.7	4	2	2	-0.1	3	i	0.5	-17	1
Cc1cc(C)n(CCCO)c(=O)c1C#N	-1.3	2	-1	2	-0.1	2	i	0.2	-8	-3
CC(C)CNC(=O)C1C(=O)Nc2ccccc2C(=O)N1C(C)(C)C (centres undefined)	-0.9	nt	nt	1	-0.1	2	nt	-0.9	nt	nt

Four entries from above, field by field.
> Cc1occc1C(=O)N/N=C/c1ccc(OCc2ccccc2)cc1
  LMPTP block: 22
  STEP block: 7
  NadD inh: -2
  SUMO1-SIM PPI: 5
  Tb MetRS inh: -0.9
  CSN inh: 3
  Rpn11 block: i
  MsrA inhibitor: 2.0
  Scp-1 inhibitor: -3
  DNMT1 block: 6
> O=C(NCc1ccccn1)C1CCN(S(=O)(=O)c2cnc[nH]2)CC1
  LMPTP block: 0.6
  STEP block: -3
  NadD inh: -1
  SUMO1-SIM PPI: 0
  Tb MetRS inh: 0.0
  CSN inh: 0
  Rpn11 block: i
  MsrA inhibitor: 2.3
  Scp-1 inhibitor: 60*
  DNMT1 block: 0
> O=C(CN(C(=O)CCC(=O)Nc1nccs1)c1ccc(F)cc1)NCc1ccc2c(c1)OCO2
  LMPTP block: 0.7
  STEP block: 1
  NadD inh: -5
  SUMO1-SIM PPI: 3
  Tb MetRS inh: -0.1
  CSN inh: -1
  Rpn11 block: i
  MsrA inhibitor: -1.0
  Scp-1 inhibitor: -9
  DNMT1 block: 1
> c1ccc(-c2nnc3sc(-c4cc5ccccc5o4)nn23)cc1
  LMPTP block: 2.1
  STEP block: 4
  NadD inh: -2
  SUMO1-SIM PPI: -7
  Tb MetRS inh: -0.8
  CSN inh: 1
  Rpn11 block: i
  MsrA inhibitor: -0.1
  Scp-1 inhibitor: 3
  DNMT1 block: 5
